Source: PubChem BioAssay
KKLEB tox = cytotoxicity in KKLEB CF airway cells, primary screen, cytotoxicity control for CF NF-kB inhibitor project, cell-based, uHTS, fluorescence assay plates; KKLEB CF airway cells viability, ATPlite luminescence, overnight; hits give low values; cells stimulated with P. aeruginosa culture filtrate; activity change (cytotoxicity), % at 5 µM; 360,000 tested, 0.36% active; AID 602141, 2011;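 active means corrected activity change at or below -50% at 5 µM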
NR5A2 inv ag = LRH-1 (NR5A2) inverse agonists, primary screen, cell-based, luminescence, HEK293T, StAR-luciferase reporter; Nuclear receptor subfamily 5 group A member 2 (Homo sapiens), O00482; LRH-1 transfected, 24 h; inhibition, % at 3.6 µM; 360,000 tested, 0.13% active; AID 602396, 2012;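 active means inhibition above the mean inhibition of all tested compounds plus 3 SD, cut at about 73% in these data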;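 further: 0% = DMSO wells and 100% = reporter-only cells lacking LRH-1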
Target sequence (O00482 whole entry, looked up): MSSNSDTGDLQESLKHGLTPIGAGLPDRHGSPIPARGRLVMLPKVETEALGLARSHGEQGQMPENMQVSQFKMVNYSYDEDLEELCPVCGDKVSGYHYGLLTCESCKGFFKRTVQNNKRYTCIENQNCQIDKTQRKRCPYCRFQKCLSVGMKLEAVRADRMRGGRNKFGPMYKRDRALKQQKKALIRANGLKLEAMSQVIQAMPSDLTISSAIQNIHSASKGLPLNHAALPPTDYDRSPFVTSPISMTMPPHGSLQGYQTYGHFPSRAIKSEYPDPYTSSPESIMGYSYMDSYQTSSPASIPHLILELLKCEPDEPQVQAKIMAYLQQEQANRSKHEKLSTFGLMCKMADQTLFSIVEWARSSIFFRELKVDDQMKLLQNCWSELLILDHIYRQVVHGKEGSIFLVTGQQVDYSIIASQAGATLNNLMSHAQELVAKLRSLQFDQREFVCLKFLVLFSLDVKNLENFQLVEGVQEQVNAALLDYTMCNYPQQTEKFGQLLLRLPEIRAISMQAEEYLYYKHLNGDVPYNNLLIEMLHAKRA
TRAIL sens C8 = viability loss with TRAIL in NB7+C8 cells, primary screen, TRAIL sensitizer project, cell-based, ATPlite luminescence; inhibition (viability loss, TRAIL sensitization), % at 10 µM; 360,000 tested, 1% active; AID 624354, 2012;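 active means compounds causing at least 50% loss of cell viability in the single-dose screen, relative to plate controls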
COUP-TFII inh = NR2F2 transcriptional activity inhibitors, primary screen, cell-based, luciferase reporter, HEK293T, luminescence; AID 686940, 2013; COUP transcription factor 2 (Homo sapiens), P24468; inhibition, % at 8.6 µM; HEK293T NGFI-A luciferase reporter; 370,000 tested, 0.7% active;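 active means inhibition above a per-plate cutoff, mean inhibition of test wells between control levels plus 3 SD, cut at about 38% in these data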;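 further: cells cotransfected with COUP-TFII expression vector driving the NGFI-A reporter; 0% = median of COUP-TF2 test wells and 100% = reporter-only cells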
Target sequence (P24468 whole entry, looked up): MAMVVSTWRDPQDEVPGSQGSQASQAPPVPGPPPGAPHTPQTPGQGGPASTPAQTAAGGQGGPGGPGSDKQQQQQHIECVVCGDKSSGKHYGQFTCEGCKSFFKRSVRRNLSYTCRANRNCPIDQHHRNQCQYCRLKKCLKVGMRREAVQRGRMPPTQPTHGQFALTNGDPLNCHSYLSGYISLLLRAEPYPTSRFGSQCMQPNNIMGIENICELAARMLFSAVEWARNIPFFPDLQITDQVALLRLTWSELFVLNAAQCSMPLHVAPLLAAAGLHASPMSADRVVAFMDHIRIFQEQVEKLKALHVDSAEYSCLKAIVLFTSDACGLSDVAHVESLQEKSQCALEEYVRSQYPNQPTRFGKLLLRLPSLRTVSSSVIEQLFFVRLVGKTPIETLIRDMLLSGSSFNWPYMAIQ
CF NFkB inh = inhibitors of PAF-induced NF-kB signaling, primary screen, cell-based, GFP fluorescence, uHTS | KKLEB NF-kB-GFP reporter, GFP fluorescence overnight | inhibition, % at 5 µM | 360,000 tested, 0.86% active;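 active means at least 50% inhibition at 5 µM, scaled per plate between neutral and stimulator controls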;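 further: PAF is a Pseudomonas aeruginosa culture filtrate used as stimulus; plate controls were PAF-stimulated DMSO wells for no effect and unstimulated DMSO wells for full effect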
EBV LMP1 NFkB = EBV LMP1-driven NF-kappaB luciferase reporter inhibitors, primary screen, cell-based, luminescence, single point; inhibition, % at 12.5 µM; 350,000 tested, 0.69% active; LMP1-induced NF-kappaB luciferase reporter cells; in the data active means inhibition above about 41%; inconclusive means no clear call, values can overlap the other calls;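 further: 0% = neutral control wells and 100% = reference inhibitor control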
Shn3 inh set2 = reduction of Shn3 3'UTR firefly luciferase signal, primary screen, Schnurri-3 inhibitor project, cell-based, Clone20 osteoblasts, set 2 | Clone20 osteoblast Shn3 3'UTR firefly luciferase, 24 h | 360,000 tested, 0.52% active | inhibition, % at 12.5 µM | AID 588674, 2011;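 active means mean inhibition of at least 75% with every replicate also reaching 75%; inconclusive means mean inhibition at least 75% but some replicate below; inactive means mean inhibition below 75%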;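 further: 0% = median of neutral control wells and 100% = pilot-screen positive control compound; some compounds past the cut are filed as inactive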
TWEAK Fn14 block = inhibitors of TWEAK-Fn14 signaling, primary screen, luciferase reporter cells, uHTS; inhibition, % at 10 µM; AID 1159606, 2016; TWEAK-stimulated Fn14 reporter cells, luciferase luminescence, 8 h; 360,000 tested, 2% active; in the data active means inhibition above about 50%
NCOA1 inh = SRC1 coactivator transcriptional activity inhibitors, primary screen, cell-based, luminescence. Nuclear receptor coactivator 1 (Homo sapiens), Q15788. HEK293 GAL4-SRC1 luciferase reporter. inhibition, % at 3.6 µM. 360,000 tested, 0.12% active. AID 588354, 2011;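 active means inhibition above the campaign mean plus 3 SD, with each screening campaign given its own cutoff, cut at about 60% in these data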;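 further: 0% = DMSO treated cells and 100% = gossypol at 36 µM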
SRC3 inh = SRC3 coactivator transcriptional activity inhibitors, primary screen, cell-based, luminescence | Nuclear receptor coactivator 3 (Homo sapiens), Q9Y6Q9 | HEK293 GAL4-SRC3 luciferase reporter | inhibition, % at 3.6 µM | 360,000 tested, 0.17% active;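 active means inhibition above a per-campaign cutoff, the mean of all compounds plus 3 SD, cut at about 60% in these data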;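 further: 0% = DMSO-treated cells and 100% = gossypol-treated cells at 36 µM; higher means less SRC3-driven luciferase light from the GAL4 reporter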
TROY NFkB inh = inhibitors of TROY-driven NF-kB signaling, primary screen, Q293 LMP1-TROYcd cells, NF-kB luciferase, uHTS. Q293 LMP1-TROYcd NF-kB luciferase reporter, 4 h. AID 1347056, 2019. inhibition, % at 10 µM. 360,000 tested, 0.98% active;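 active means compounds whose plate-normalised and pattern-corrected inhibition of the luciferase reporter signal at the single screening dose is 50% or more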
Starred values were filed as active, the others as inactive. These rows are one share of the data; count on the stated rates, not on these rows.

CCOC(=O)CSc1nc2ccc(S(=O)(=O)N3CCOCC3)cc2[nH]1 was read as KKLEB tox 3, NR5A2 inv ag 12, TRAIL sens C8 -9, COUP-TFII inh 0, CF NFkB inh -12, EBV LMP1 NFkB -2, Shn3 inh set2 19, TWEAK Fn14 block -1, NCOA1 inh 2, SRC3 inh -4 and TROY NFkB inh -6.
`COc1ccccc1N/C=C/c1onc(C)c1[N+](=O)[O-]` gave KKLEB tox 14, NR5A2 inv ag -102, TRAIL sens C8 47, COUP-TFII inh -13, CF NFkB inh -40, EBV LMP1 NFkB -9, Shn3 inh set2 6, TWEAK Fn14 block 78*, NCOA1 inh -26, SRC3 inh -7 and TROY NFkB inh 72*.
Screening Cc1nn(CC(=O)Nc2sc3c(c2C#N)CCC(C(C)(C)C)C3)c(C)c1[N+](=O)[O-] (stereo not drawn) returned KKLEB tox -5, NR5A2 inv ag -8, TRAIL sens C8 -3, COUP-TFII inh 7, CF NFkB inh 24, EBV LMP1 NFkB 4, Shn3 inh set2 -3, TWEAK Fn14 block 7, NCOA1 inh -2, SRC3 inh -14 and TROY NFkB inh 4.
For COCCn1c(=O)[nH]c2cc(C(=O)N3CCN(c4ccccc4F)CC3)ccc2c1=O the results were KKLEB tox 10, NR5A2 inv ag 14, TRAIL sens C8 -15, CF NFkB inh -13, EBV LMP1 NFkB 2, Shn3 inh set2 12, TWEAK Fn14 block 45, NCOA1 inh 10, SRC3 inh -1 and TROY NFkB inh 7.
For COc1cc(C2C(C#N)=C(C)NC3=C2C(=O)CC(C)(C)C3)ccc1O (stereo not drawn) the results were KKLEB tox -9, NR5A2 inv ag -10, TRAIL sens C8 4, COUP-TFII inh 8, CF NFkB inh 9, EBV LMP1 NFkB 1, Shn3 inh set2 2, TWEAK Fn14 block -6, NCOA1 inh 8, SRC3 inh 9 and TROY NFkB inh 9.
`COC(=O)c1ccc(CNC(=O)c2ccc(NS(=O)(=O)c3ccc4[nH]c(=O)[nH]c4c3)cc2)cc1` gave KKLEB tox 3, NR5A2 inv ag 12, TRAIL sens C8 30, COUP-TFII inh -12, CF NFkB inh -18, EBV LMP1 NFkB 8, Shn3 inh set2 6, TWEAK Fn14 block -23, NCOA1 inh -2, SRC3 inh 15 and TROY NFkB inh -22.
`CCOC(=O)c1[nH]c(C)c(C(=O)NCc2ccco2)c1C` gave KKLEB tox 5, NR5A2 inv ag -10, TRAIL sens C8 -13, COUP-TFII inh -21, CF NFkB inh 1, EBV LMP1 NFkB -6, Shn3 inh set2 7, TWEAK Fn14 block 2, NCOA1 inh -4, SRC3 inh 0 and TROY NFkB inh -14.
For CCC(C)(C)NC(=O)C(c1ccc(C)cc1)N(CCN1CCOCC1)C(=O)CNC(=O)c1cccs1 (stereo not drawn) the results were KKLEB tox 14, NR5A2 inv ag 6, TRAIL sens C8 -1, COUP-TFII inh 3, CF NFkB inh -6, EBV LMP1 NFkB 4, Shn3 inh set2 9, TWEAK Fn14 block -4, NCOA1 inh 1, SRC3 inh 2 and TROY NFkB inh 10.
Screening CCc1nnc(NC(=O)c2ccc(S(=O)(=O)N(CC(C)C)CC(C)C)cc2)o1 returned KKLEB tox 11, NR5A2 inv ag 14, TRAIL sens C8 7, COUP-TFII inh 22, CF NFkB inh 10, EBV LMP1 NFkB 21, Shn3 inh set2 -4, TWEAK Fn14 block -8, NCOA1 inh -20, SRC3 inh 20 and TROY NFkB inh 1.
Screening CCN(CC)CCn1c(=N)n(CC(O)COc2ccccc2)c2ccccc21 (stereo not drawn) returned KKLEB tox -28, NR5A2 inv ag 5, TRAIL sens C8 -1, COUP-TFII inh -18, CF NFkB inh 10, EBV LMP1 NFkB -6, Shn3 inh set2 13, TWEAK Fn14 block -10, NCOA1 inh 7, SRC3 inh 7 and TROY NFkB inh -28.
`O=S(=O)(NCCOc1ccccc1)c1ccc2ccccc2c1` gave KKLEB tox 0, NR5A2 inv ag -6, TRAIL sens C8 -16, COUP-TFII inh -8, CF NFkB inh -10, EBV LMP1 NFkB -4, Shn3 inh set2 -15, TWEAK Fn14 block 1, NCOA1 inh -20, SRC3 inh 14 and TROY NFkB inh -20.
COc1ccccc1N1CCN(S(=O)(=O)c2cn(C)c(=O)n(C)c2=O)CC1 was read as KKLEB tox -20, NR5A2 inv ag 7, TRAIL sens C8 8, COUP-TFII inh -12, CF NFkB inh 19, EBV LMP1 NFkB -4, Shn3 inh set2 3, TWEAK Fn14 block 4, NCOA1 inh 4, SRC3 inh -27 and TROY NFkB inh 3.

Filtered by structure: those above containing a nitro group on carbon
`COc1ccccc1N/C=C/c1onc(C)c1[N+](=O)[O-]` gave KKLEB tox 14, NR5A2 inv ag -102, TRAIL sens C8 47, COUP-TFII inh -13, CF NFkB inh -40, EBV LMP1 NFkB -9, Shn3 inh set2 6, TWEAK Fn14 block 78*, NCOA1 inh -26, SRC3 inh -7 and TROY NFkB inh 72*.
Screening Cc1nn(CC(=O)Nc2sc3c(c2C#N)CCC(C(C)(C)C)C3)c(C)c1[N+](=O)[O-] (stereo not drawn) returned KKLEB tox -5, NR5A2 inv ag -8, TRAIL sens C8 -3, COUP-TFII inh 7, CF NFkB inh 24, EBV LMP1 NFkB 4, Shn3 inh set2 -3, TWEAK Fn14 block 7, NCOA1 inh -2, SRC3 inh -14 and TROY NFkB inh 4.

Later entries.
For Cc1cc2oc(=O)cc(CN3CCCCC3)c2cc1C the results were KKLEB tox -9, NR5A2 inv ag -6, TRAIL sens C8 10, COUP-TFII inh 2, CF NFkB inh 14, EBV LMP1 NFkB -4, Shn3 inh set2 -6, TWEAK Fn14 block -8, NCOA1 inh 18, SRC3 inh -1 and TROY NFkB inh -24.
`Cc1ccc(CCC(=O)NCc2ccccc2)o1` gave KKLEB tox -8, NR5A2 inv ag -10, TRAIL sens C8 -15, COUP-TFII inh -13, CF NFkB inh 2, EBV LMP1 NFkB 13, Shn3 inh set2 -19, TWEAK Fn14 block 3, NCOA1 inh -4, SRC3 inh -1 and TROY NFkB inh 1.
Screening COc1ccc(/C=C(\NC(=O)c2ccccc2)C(=O)NCc2ccco2)cc1OC returned KKLEB tox 9, NR5A2 inv ag -10, TRAIL sens C8 4, COUP-TFII inh -7, CF NFkB inh 14, EBV LMP1 NFkB 1, Shn3 inh set2 -7, TWEAK Fn14 block 23, NCOA1 inh 10, SRC3 inh -20 and TROY NFkB inh -3.
For CCOC(=O)/C(N=Nc1c(C)n(C)n(-c2ccccc2)c1=O)=C(/O)c1ccccc1 the results were KKLEB tox 0, NR5A2 inv ag -7, TRAIL sens C8 -3, COUP-TFII inh 4, CF NFkB inh 6, EBV LMP1 NFkB 9, Shn3 inh set2 4, TWEAK Fn14 block -2, NCOA1 inh 2, SRC3 inh -4 and TROY NFkB inh 0.
CCOC(=O)c1cnc(Nc2nc3ccccc3o2)nc1CSC(=S)N(CC)CC was read as KKLEB tox -8, NR5A2 inv ag -24, TRAIL sens C8 3, COUP-TFII inh 12, CF NFkB inh -11, EBV LMP1 NFkB -5, Shn3 inh set2 37, TWEAK Fn14 block 25, NCOA1 inh -24, SRC3 inh -33 and TROY NFkB inh 7.
Screening Cc1ccc(NC(=O)Cc2noc3ccccc23)c(C)c1 returned KKLEB tox 1, NR5A2 inv ag -8, TRAIL sens C8 -6, COUP-TFII inh 1, CF NFkB inh -12, EBV LMP1 NFkB 15, Shn3 inh set2 -10, TWEAK Fn14 block -1, NCOA1 inh 2, SRC3 inh -10 and TROY NFkB inh -29.
For O=C(c1ccccc1)c1ccc(OCCO)cc1 the results were KKLEB tox 1, NR5A2 inv ag 6, TRAIL sens C8 4, COUP-TFII inh 13, CF NFkB inh -7, EBV LMP1 NFkB -7, Shn3 inh set2 1, TWEAK Fn14 block 2, NCOA1 inh -40, SRC3 inh -4 and TROY NFkB inh -17.
`CCCc1nc2oc3c(NCc4ccccn4)ncnc3c2c2c1COC(C)(C)C2` gave KKLEB tox -27, NR5A2 inv ag 4, TRAIL sens C8 -29, COUP-TFII inh -6, CF NFkB inh 25, EBV LMP1 NFkB -15, Shn3 inh set2 9, TWEAK Fn14 block 33, NCOA1 inh -5, SRC3 inh 7 and TROY NFkB inh -3.
Screening CC(=O)Nc1ccc(S(=O)(=O)N2CCC(c3nc4ccccc4[nH]3)CC2)cc1 returned KKLEB tox 3, NR5A2 inv ag 0, TRAIL sens C8 8, COUP-TFII inh -16, CF NFkB inh 8, EBV LMP1 NFkB 2, Shn3 inh set2 4, TWEAK Fn14 block 22, NCOA1 inh 6, SRC3 inh 5 and TROY NFkB inh -3.
Screening COC(=O)c1ccc(S(=O)(=O)N2CCC(c3nc4ccccc4o3)CC2)cc1 returned KKLEB tox 14, NR5A2 inv ag 4, TRAIL sens C8 -18, COUP-TFII inh 9, CF NFkB inh 2, EBV LMP1 NFkB 2, Shn3 inh set2 16, TWEAK Fn14 block -6, NCOA1 inh -18, SRC3 inh 24 and TROY NFkB inh -8.
COc1ccccc1S(=O)(=O)Cc1ccc(C(=O)NC2CCCCCC2)o1 was read as KKLEB tox 0, NR5A2 inv ag 15, TRAIL sens C8 -13, COUP-TFII inh -5, CF NFkB inh -7, EBV LMP1 NFkB 8, Shn3 inh set2 0, TWEAK Fn14 block -14, NCOA1 inh 8, SRC3 inh -2 and TROY NFkB inh 3.
`CC1CN(c2nc3ccccc3nc2SCC(=O)Nc2ccc(F)cc2)CC(C)O1` (stereo not drawn) gave KKLEB tox -11, NR5A2 inv ag 24, TRAIL sens C8 11, COUP-TFII inh -2, CF NFkB inh 9, EBV LMP1 NFkB -16, Shn3 inh set2 -4, TWEAK Fn14 block 3, NCOA1 inh 11, SRC3 inh 5 and TROY NFkB inh -2.
Screening CC(C)Oc1ccc(S(=O)(=O)N2CCCCC2)cc1NC(=O)CN1CCCC1c1cccs1 (stereo not drawn) returned KKLEB tox -4, NR5A2 inv ag -4, TRAIL sens C8 29, COUP-TFII inh 25, CF NFkB inh 39, EBV LMP1 NFkB 15, Shn3 inh set2 inconclusive, TWEAK Fn14 block 13, NCOA1 inh 0, SRC3 inh 17 and TROY NFkB inh 13.
